sEH inhibitor: soluble epoxide hydrolase inhibitors, primary screen, biochemical, human sEH; recombinant human sEH enzymatic activity assay; inhibition, % at 2 µM; hit rate 0.34% among 91,000; in the data active = inhibition above about 80%; note: values of inactives mirror those of a sister screen read the other way; many of its hits are not listed in these tables
PostGolgi yeast: phenotypic screen on post-Golgi transport, primary screen. inhibition, % at 10 µM. hit rate 0.9% among 98,000. post-Golgi transport phenotypic cell assay;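 note: yeast cells grown in 1536-well plates; yeast grown about 18 h at 30C before absorbance read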
S1P2 blocker: human S1P2 receptor antagonists, primary screen, cell-based. hit rate 0.21% among 97,000. cell-based S1P2 antagonist assay, inhibition at 5 uM. inhibition, % at 5 µM. Sphingosine 1-phosphate receptor 2 (Homo sapiens), O95136; in the data active = inhibition above about 45%;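 note: CRE beta-lactamase reporter cells expressing human S1P2 stimulated with S1P; 0% = agonist at EC80 alone and 100% = agonist plus reference antagonist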
CYP2C19 inhib: blockers of cytochrome P450 2C19 activity – biochemical, luminescence, ADME assay, primary screen; inhibition, % at 5 µM; AID 778, 2007; hit rate 21% among 96,000; CYP2C19 Supersomes, luciferin-H EGE luminescence, 30 min; P33261;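 active = CYP2C19 inhibition above a set limit at 5 µM in the primary screen, cut at about 50% in these data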;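 note: plate controls were negative control wells for no effect and 2.5 mM tranylcypromine positive control for full effect; values of inactives mirror those of a sister screen read the other way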
Target sequence (P33261 whole entry, looked up): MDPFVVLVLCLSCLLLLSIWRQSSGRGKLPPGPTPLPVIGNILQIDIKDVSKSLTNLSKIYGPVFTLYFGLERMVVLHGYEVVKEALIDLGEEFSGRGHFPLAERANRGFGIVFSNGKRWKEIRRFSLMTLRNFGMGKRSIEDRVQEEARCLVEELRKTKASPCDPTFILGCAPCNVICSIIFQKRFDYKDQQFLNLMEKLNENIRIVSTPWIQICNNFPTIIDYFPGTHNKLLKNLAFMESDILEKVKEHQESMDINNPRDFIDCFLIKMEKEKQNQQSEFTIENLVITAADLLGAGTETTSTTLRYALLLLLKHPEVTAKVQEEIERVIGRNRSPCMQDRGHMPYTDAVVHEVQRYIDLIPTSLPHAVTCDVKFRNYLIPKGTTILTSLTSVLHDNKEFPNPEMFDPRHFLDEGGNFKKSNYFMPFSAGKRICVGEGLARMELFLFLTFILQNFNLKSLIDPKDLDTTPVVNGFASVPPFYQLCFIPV
CYP2C19 act: human CYP2C19 activators, primary screen, biochemical, luminescence; 96,000 tested, under 10 active; activation factor at 5 µM; recombinant CYP2C19, luciferin-H EGE luminescence; active compounds read high; 0 = fully inhibited enzyme, 1 = untreated enzyme; Cytochrome P450 2C19 (Homo sapiens), P33261; AID 1025, 2008;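 active = activation factor of at least 2 at 5 µM in the primary screen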;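 note: 0 = wells with 2.5 mM tranylcypromine and 1 = vehicle-only wells; values of inactives mirror those of a sister screen read the other way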
sEH activator: soluble epoxide hydrolase activators, primary screen, biochemical, human sEH | Bifunctional epoxide hydrolase 2 (Homo sapiens), P34913 | purified human sEH enzymatic activity, activator screen | activation, % at 2 µM | hit rate 0.04% among 91,000 | AID 717, 2007; in the data active = activation above about 37%; note: values of inactives mirror those of a sister screen read the other way
PostGolgi ctrl: growth inhibition of yeast control strain, primary screen, counter-screen for post-Golgi transport modulator project. efflux-deficient yeast background strain, growth absorbance A615, 16 h. hit rate 5% among 98,000. AID 738, 2007. inhibition, % at 10 µM
DAT uptake mod: changed hDAT dopamine uptake under cocaine IC80, either direction, primary screen, cocaine antagonist project, cell-based, LLC-PK1 hDAT, [14C]-dopamine uptake, MLSMR | Sodium-dependent dopamine transporter (Homo sapiens), Q01959 | LLC-PK1 hDAT cells, [14C]-dopamine uptake with cocaine IC80; actives deviate in either direction | B-score at 10 µM | hit rate 1.3% among 110,000 | AID 449768, 2010;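 active = Z score or B-score, a plate-position-corrected score, falls beyond the plate's 99.7% confidence bounds, in either direction; inactive = both scores lie inside the 99.7% bounds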;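 note: scored against the spread of the other compound wells on the same plate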
Target sequence (Q01959 whole entry, looked up): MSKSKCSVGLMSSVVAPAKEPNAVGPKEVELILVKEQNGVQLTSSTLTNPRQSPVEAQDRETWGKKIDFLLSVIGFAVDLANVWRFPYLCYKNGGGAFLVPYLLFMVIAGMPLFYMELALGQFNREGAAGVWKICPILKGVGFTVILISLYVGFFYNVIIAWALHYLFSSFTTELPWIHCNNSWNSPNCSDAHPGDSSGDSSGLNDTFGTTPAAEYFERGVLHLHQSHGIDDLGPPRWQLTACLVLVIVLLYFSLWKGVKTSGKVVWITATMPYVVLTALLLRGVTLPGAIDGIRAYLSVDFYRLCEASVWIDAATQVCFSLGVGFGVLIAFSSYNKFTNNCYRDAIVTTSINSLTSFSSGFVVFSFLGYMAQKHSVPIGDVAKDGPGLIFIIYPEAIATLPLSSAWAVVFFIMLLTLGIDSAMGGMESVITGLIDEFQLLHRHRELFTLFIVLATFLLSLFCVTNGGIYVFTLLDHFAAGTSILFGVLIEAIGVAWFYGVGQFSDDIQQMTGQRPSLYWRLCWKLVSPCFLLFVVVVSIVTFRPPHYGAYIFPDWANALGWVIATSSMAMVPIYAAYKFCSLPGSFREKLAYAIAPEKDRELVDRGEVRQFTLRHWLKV
S1P2 ag: S1P2 receptor agonists, primary screen, cell-based; S1P2-expressing cell line, agonist reporter read-out; activation, % at 4.5 µM; hit rate 0.46% among 97,000; AID 729, 2007; in the data active = activation above about 16%;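 note: 0% = vehicle low control and 100% = maximal reference agonist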
* hit, by the source's call; . = no result given; & = joins results of further samples. Cut-off read from the data, not from the text of the source, unless noted: active = inhibition above about 30%; inactive = the rest.

#1 Cc1cc(C)c2[nH]c(=O)c(C(c3nnnn3CC3CCCO3)N3CCC(C)CC3)cc2c1 (centres undefined)
#2 CCOc1ccc(C2=NNC(c3cccs3)=Nc3ccc(OC)cc32)cc1
#3 OCCn1nc2c3ccccc3nc-2n(-c2ccccc2)c1=S
#4 CC1CCC2(CC1)SCC(=O)N2c1ccccc1 (centres undefined)
#5 CCn1cc(C(=O)Nc2cc3c(cc2NC(C)=O)OCCO3)c(=O)c2ccc(C)nc21
#6 CC1CCCCC1NC(=O)COC(=O)c1ccc(N(C)C)cc1 (centres undefined)
#7 CCOc1ccc(C(C)(C)C)cc1S(=O)(=O)N1CC(C)OC(C)C1 (centres undefined)
#8 Cc1nc(Nc2ccc(F)cc2)[nH]c(=O)c1CCC(C)C
#9 CCOc1ncccc1C(=O)OCc1cc(=O)oc2c(C)c(C)ccc12
#10 CCOc1ccc(/C=N/O)cc1

Compound	1	2	3	4	5	6	7	8	9	10
sEH inhibitor	.	2	1	-3	-16	28	6	24	.	-2
PostGolgi yeast	8	.	0	.	.	4	-3	3	-4	16
S1P2 blocker	.	-8	4	-12	-24	-1	-2	-4	.	-13
CYP2C19 inhib	4	.	47	.	.	91*	79*	.	-11	55*
CYP2C19 act	1	.	0.5	.	.	0.1	0.2	.	1.1	0.4
sEH activator	.	3	0	6	14	-27	-2	-23	.	1
PostGolgi ctrl	10	.	5	.	.	2	21	32*	13	2
DAT uptake mod	1.5	0.67	-7.2*	-0.54	.	0.51	0.26	-0.89	-0.47	0.16
S1P2 ag	.	-5	-6	-2	6	1	-7	-4	.	-2

#11 COc1ccccc1NC(=O)Oc1ccc(C(C)=O)cc1
#12 Cc1ccccc1-n1nc(-c2ccc(N)cc2)cc1N
#13 Cc1n[nH]c(C)c1C(=O)CC1(O)C(=O)N(Cc2ccccc2)c2ccc(Br)cc21 (centres undefined)
#14 O=C1Nc2ccccc2C(O)(C(=O)NCc2ccco2)N1c1ccc(Cl)c(Cl)c1 (centres undefined)
#15 CC(=O)NNc1nc(-c2ccccc2)c2cc(Br)ccc2n1
#16 CCn1c(SCC(=O)Nc2ccc(N(C)C)cc2)nnc1-c1cccc(C)c1
#17 Cc1ccc(NC(=O)c2ccco2)c(NC(=O)CN2C(=O)c3ccccc3C2=O)c1
#18 Cc1nn(C)c(C)c1-c1c(C#N)c(N)nc2c1CCCCCC2
#19 Cc1ccccc1C(=O)Nc1nc(=S)ss1
#20 Cc1c(O)ccc(/C(Cc2ccc3ccccc3n2)=N\O)c1O

Compound	11	12	13	14	15	16	17	18	19	20
sEH inhibitor	13	10	2	-5	-14	9	5	1	-7	.
PostGolgi yeast	1	11	1	-2	-3	4	-2	5	6	-1
S1P2 blocker	13	11	1	3	-23	9	8	6	13	-8
CYP2C19 inhib	17	18	99*	17	14	73*	2	-4	0	66*
CYP2C19 act	0.8	0.8	0	0.8	0.9	0.3	1	1	1	0.3
sEH activator	-10	-10	-2	7	18	-7	-4	-1	6	.
PostGolgi ctrl	17	2	30*	3	11	25	3	7	18	-6
DAT uptake mod	-0.04	-0.24	0.041	0.21	-0.2	1.1	-1.4	-0.076	-0.53	1.3
S1P2 ag	-7	-11	-4	-6	0	-5	-2	-11	-5	-3

#21 CC(C)(C)c1ccc(C(=O)/C=C2\NC(=O)CS2)cc1
#22 O=C(NC1CCCCC1)N1CCN(C(c2ccccc2)c2ccccc2)CC1
#23 COC(=O)Nc1nc2c(C)cccc2s1
#24 O=C(Nc1cnc2ccccc2c1)c1ccncc1
#25 Cc1ccc(Sc2ncccc2COC(=O)Nc2ccccc2)cc1
#26 COc1cc(CC(=O)Nc2nccs2)cc(OC)c1OC
#27 CCCCC(CCCC)=N/N=C/c1c(O)n(CC)c2cc(C3=NNC(=O)CC3)ccc12
#28 O=C(C1=C(O)C(=O)N(Cc2ccccc2)C1c1cccnc1)c1ccco1 (centres undefined)
#29 Cc1ccc(OCC(=O)NNC(=O)CCC(=O)Nc2ccc(C)cc2C)cc1
#30 CC1(C)CC(=O)C2=C(C1)Nc1ccccc1N=C2

Compound	21	22	23	24	25	26	27	28	29	30
sEH inhibitor	8	4	-1	-6	7	.	8	-3	-1	-14
PostGolgi yeast	0	-2	3	-4	3	0	.	.	-1	2
S1P2 blocker	-5	-5	-13	-3	-3	.	-9	2	18	6
CYP2C19 inhib	-27	0	32	86*	21	80*	.	.	-9	.
CYP2C19 act	1.3	1	0.7	0.1	0.8	0.2	.	.	1.1	.
sEH activator	-8	-1	3	5	-7	.	-4	2	1	12
PostGolgi ctrl	16	16	5	15	9	-3	.	.	-5	11
DAT uptake mod	-0.25	-0.021	0.18	-0.72	0.0067	0.73	-0.0087	0.074	.	-0.27
S1P2 ag	-3	-3	-3	-4	-7	.	-4	-1	-8	-1

#31 COc1c(C)cc(Br)cc1C(=O)NCc1cccnc1
#32 Cc1cc(C)nc(NS(=O)(=O)c2ccc(Br)cc2)n1
#33 CCOC(=O)N1CCN(S(=O)(=O)c2ccc3[nH]c(=O)sc3c2)CC1
#34 CC(=O)Nc1ccc(NC(=O)C(F)(F)F)cc1
#35 Cn1cccc1Cc1nnc(SCC(=O)Nc2ccc3c(c2)OCCO3)n1-c1ccc(F)cc1
#36 CCOC(=O)c1[nH]c(COC(=O)C2CC(=O)N(Cc3ccccc3)C2)c(C(=O)OCC)c1C (centres undefined)
#37 O=C(NNC1=C(C(=O)C(F)(F)F)CCC1)c1cccc(Cl)c1
#38 O=C(CSc1nnc(CNc2ccccc2)o1)c1ccc2c(c1)OCCO2
#39 O=C(NCc1ccc2c(c1)OCO2)c1ccc2c(c1)C(=O)N(Cc1cccnc1)C2=O
#40 CC1Cc2ccccc2N1C(=O)CSc1nc2ccccc2o1 (centres undefined)

Compound	31	32	33	34	35	36	37	38	39	40
sEH inhibitor	4	-4	.	9	.	-4	-4	-10	66	4
PostGolgi yeast	-4	3	-3	.	3	-2	3	-6	-2	-3
S1P2 blocker	-5	-25	.	10	.	-11	-2	7	3	17
CYP2C19 inhib	.	20	20	.	18	39	26	25	7	77*
CYP2C19 act	.	0.8	0.8	.	0.8	0.6	0.7	0.7	0.9	0.2
sEH activator	-4	5	.	-9	.	7	2	8	-64	-5
PostGolgi ctrl	-6	-4	11	.	13	8	7	11	3	23
DAT uptake mod	-0.39	-0.46	0.12	-0.02	1.3	.	1.1	0.23	0.00095	0.85
S1P2 ag	-4	3	.	-6	.	0	-4	-5	-3	-7

#41 CCN1CCN(C(=O)Cn2ncc3ccsc3c2=O)CC1
#42 O=C(c1ccc(COc2ccccc2Cl)o1)N1CCN(Cc2ccc3c(c2)OCO3)CC1
#43 O=C(OCc1nc2ccccc2s1)c1cccs1
#44 Cc1ccc(-c2nnn(CC(=O)Nc3ccccc3N3CCOCC3)n2)cc1
#45 O=C(Nc1nc2ccc(S(=O)(=O)N3CCCCC3)cc2s1)C1CCCO1 (centres undefined)
#46 COc1ccc(CCNS(=O)(=O)c2cccc(C(=O)O)c2)cc1OC
#47 CCc1ccccc1NC(=O)c1ccoc1C
#48 O=C(Oc1cccc(-n2cnnn2)c1)C1CCCCC1
#49 Cc1ccc(S(=O)(=O)Nc2ccc3c(c2)nc2n3CCN(Cc3ccccc3)C2)cc1
#50 CC1(C)C2CCC1(CS(=O)(=O)NCc1ccc(C(=O)O)cc1)C(=O)C2 (centres undefined)

Compound	41	42	43	44	45	46	47	48	49	50
sEH inhibitor	-22	.	-10	-14	1	-3	-9	.	1	-18
PostGolgi yeast	-12	-5	-1	2	-5	-9	14	15	1	4
S1P2 blocker	18	9	-2	-16	5	25	-19	8	-7	0
CYP2C19 inhib	1	72*	17	26	7	6	26	12	83*	-4
CYP2C19 act	1	0.3	0.8	0.7	0.9	0.9	0.7	0.9	0.2	1
sEH activator	22	.	5	14	1	2	11	.	0	16
PostGolgi ctrl	.	27	14	8	12	18	37*	13	0	12
DAT uptake mod	-0.24	0.85	-1.6	-1.2	1.4	-0.49	-0.88	0.0034	0.0098	0.88
S1P2 ag	-1	-6	-4	-1	-2	-3	-3	-2	-8	-2

#51 CCN(CC)CC(=O)Nc1ccc(-c2nc3cc(NC(=O)CN(CC)CC)ccc3o2)cc1
#52 CC(C)(Oc1ccc(Cl)cc1)C(=O)Nc1cccnc1
#53 CCCC(CCC)C(=O)Nc1c[nH]c(=O)[nH]c1=O
#54 O=C(c1ccc(F)cc1)N1CCC(N2CCCCCC2)CC1
#55 Cc1ccccc1S(=O)(=O)Cc1ccc(C(=O)NCCN2CCN(Cc3ccccc3)CC2)o1
#56 CC(Oc1ccccc1)C(=O)Nc1ccccc1O (centres undefined)
#57 COc1ccc(C(=O)Nn2c(SCC(=O)NCc3ccccc3)nc3ccccc3c2=O)cc1
#58 COc1cccc(C(C(=O)NC2CCCCC2)N(C(=O)c2ccco2)c2ccc(-n3cnnn3)c(C)c2)c1 (centres undefined)
#59 O=c1[nH]c(=O)n(CCc2ccc(F)cc2)c(O)c1C=NCc1ccc2c(c1)OCO2
#60 CCOCCOc1nc2c(c(=O)n(C)c(=O)n2C)n1Cc1ccc(C)cc1

Compound	51	52	53	54	55	56	57	58	59	60
sEH inhibitor	.	8	-2	.	.	-11	12	5	2	1
PostGolgi yeast	-3	-18	4	2	6	-2	-1	.	-4	.
S1P2 blocker	.	6	5	.	.	-12	4	-18	-5	-9
CYP2C19 inhib	10	52*	-14	3	12	87*	5	.	-2	.
CYP2C19 act	0.9	0.5	1.1	1	0.9	0.1	0.9	.	1	.
sEH activator	.	-7	4	.	.	10	-14	0	-1	-1
PostGolgi ctrl	-1	3	20	-1	3	0	6	.	4	.
DAT uptake mod	-0.3	0.79	-0.28	0.65	0.4	-1	-0.23	2	-0.86	-0.11
S1P2 ag	.	-4	-4	.	.	-3	-2	-5	-5	-2

#61 CC1CCCC(C)N1CCNC(=O)Nc1ccc(Cl)cc1 (centres undefined)
#62 CS(=O)(=O)N(CCc1ccccc1)CC(N)=O
#63 COc1ccc(NC(=S)NCCCn2ccnc2)cc1
#64 Cc1cccc2sc(NC(=O)CSCc3ccccc3)nc12
#65 C=CCSC1=C(C#N)C(c2ccc(C(C)C)cc2)CC(=O)N1 (centres undefined)
#66 O=C(CCCCCn1c(=O)[nH]c2ccccc2c1=O)N1CCN(Cc2ccc3c(c2)OCO3)CC1

Compound	61	62	63	64	65	66
sEH inhibitor	-8	-2	16	12	1	-5
PostGolgi yeast	0	-4	.	-3	-2	3
S1P2 blocker	0	-13	15	-7	-20	2
CYP2C19 inhib	14	6	.	14	74*	65*
CYP2C19 act	0.9	0.9	.	0.9	0.3	0.4
sEH activator	2	1	-17	-12	1	6
PostGolgi ctrl	6	7	.	8	38*	2
DAT uptake mod	1.5	0.022	-0.15	-0.043	1.3	1.6&0.19
S1P2 ag	-5	-5	-7	-3	1	-4

4 records drawn at random from the list so far, as already listed:
#34 CC(=O)Nc1ccc(NC(=O)C(F)(F)F)cc1
#18 Cc1nn(C)c(C)c1-c1c(C#N)c(N)nc2c1CCCCCC2
#13 Cc1n[nH]c(C)c1C(=O)CC1(O)C(=O)N(Cc2ccccc2)c2ccc(Br)cc21 (centres undefined)
#42 O=C(c1ccc(COc2ccccc2Cl)o1)N1CCN(Cc2ccc3c(c2)OCO3)CC1

Compound	34	18	13	42
sEH inhibitor	9	1	2	.
PostGolgi yeast	.	5	1	-5
S1P2 blocker	10	6	1	9
CYP2C19 inhib	.	-4	99*	72*
CYP2C19 act	.	1	0	0.3
sEH activator	-9	-1	-2	.
PostGolgi ctrl	.	7	30*	27
DAT uptake mod	-0.02	-0.076	0.041	0.85
S1P2 ag	-6	-11	-4	-6
